# Compound activity: PubChem BioAssay, National Center for Advancing Translational Sciences (NCATS)
# UDG counterscr – Primary qHTS assay for inhibitors of Activation Induced Cytidine Deaminase (AID): UDG Counterscreen signal | Uracil-DNA glycosylase | Potency, µM (highest dose often 115 µM), inactives show at the top dose activity change, negative = inhibition, most hits filed as inhibitors | actives 0.14% (n = 91,000) | AID 1347430, 2020 | FRET deamination/UDG coupled assay, UDG read, 4 h; further: nearly all actives have a fitted effect of over 65% in size
# AID inhibitor – Primary qHTS assay for inhibitors of Activation Induced Cytidine Deaminase (AID): AID signal; Single-stranded DNA cytosine deaminase (Homo sapiens), Q9GZX7; AID deamination FRET fluorescence, UDG-coupled, 4 h; Potency, µM (titrated, usually from 115 µM), for inactives: at the highest dose activity change, negative = inhibition, actives largely listed as inhibitors; actives 0.32% (n = 91,000); AID 1347428, 2020; further: nearly all actives have a fitted effect of over 25% in size
# Target sequence (Q9GZX7 whole entry, looked up): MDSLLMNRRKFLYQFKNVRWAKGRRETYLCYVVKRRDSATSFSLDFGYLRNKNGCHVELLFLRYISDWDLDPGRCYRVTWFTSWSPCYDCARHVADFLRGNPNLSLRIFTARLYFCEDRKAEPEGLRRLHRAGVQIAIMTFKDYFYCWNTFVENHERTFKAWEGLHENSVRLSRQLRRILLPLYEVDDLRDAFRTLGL
# * = called active by the depositor; ? = inconclusive; & = joins results of further samples; [ ] = dose if it differs, or a comment. The call rests on the fitted dose curve; in most records, active means well fitted curve in the direction sought with a large enough effect; inconclusive means small, poorly fitted or top-dose-only effect, or another doubt; inactive means no such curve, though single readings can be large; an effect the other way counts as inactive or inconclusive. On the % scale 0 is the no-effect control and ±100 the full control effect; potency means the concentration at half of the fitted maximal effect.
# Sample of the layout, two compounds:
SMILES,UDG counterscr,AID inhibitor
CCOc1cc(/C=C2\NC(=O)NC2=O)cc(I)c1OCc1ccc(C(=O)O)cc1,-7%,-25%
CCOc1ccc(C(=O)CCC(=O)N(CC#N)C2CC2)cc1,-2%,6%

# The listing, from the start:
SMILES,UDG counterscr,AID inhibitor
CCOc1cc(/C=C2\NC(=O)NC2=O)cc(I)c1OCc1ccc(C(=O)O)cc1,-7%,-25%
CCOc1ccc(C(=O)CCC(=O)N(CC#N)C2CC2)cc1,-2%,6%
CCc1ccccc1NC(=O)C(=O)NCCCN1CCOCC1,-3%,-3%
CN1C2CCC1CC(OC(=O)c1c[nH]c3ccccc13)C2 (stereo not drawn),9%,1%
NS(=O)(=O)c1cc2c(cc1Cl)NCNS2(=O)=O,1%,-3%
CCN(C(=O)Cn1c(SCC(=O)Nc2ccc(OC)cc2)nc2ccccc21)c1cccc(C)c1,-30%,?
COc1cc(C(=O)N(c2cc(C)cc(C)c2)C2C=CS(=O)(=O)C2)cc(OC)c1OC (stereo not drawn),6%,3%
CCOc1ccc(NC(=O)c2cc(=O)c3ccccc3o2)cc1,1%,3%
Cc1sc2ncn(CC(=O)Nc3ccc(C(F)(F)F)cc3)c(=O)c2c1S(=O)(=O)N1CCN(C)CC1,-2%,-20%
CC(C)(C)c1noc(CN2CCN(C(=O)c3cccs3)CC2)n1,-7%,0%
COc1ccc(OC)c(C2C(C(=O)Nc3ccccc3OC)=C(C)Nc3c(C(=O)Nc4ccc(F)cc4)cnn32)c1 (stereo not drawn),-15%,18µM*
O=C(CN1CCN(C(=O)c2cc(-c3ccccc3)nc3ccccc23)CC1)NC1CC1,-2%,-1%
CCOC(=O)CSc1nc2sc3c(c2c(=O)n1-c1ccc(OC)cc1)CC(C(C)C)OC3 (stereo not drawn),0%[57.5 µM],29%[57.5 µM]
Cc1ccc(CNC(=O)c2cnn3c(C)c(Cc4c(F)cccc4Cl)c(C)nc23)cc1,-17%,?
COc1ccccc1C(=O)Nc1cccc(C(=O)OCc2cc(=O)n3nc(C4CC4)sc3n2)c1,-14%,18%
O=C(Nc1ccc(F)c(Cl)c1)C1CCN(S(=O)(=O)c2ccc3[nH]c(=O)ccc3c2)CC1,-4%,-1%
Cc1ccc(COC(=O)c2ccc(-c3nnn(Cc4ccc(C)cc4)n3)cc2)cc1,10%,13%
Cc1cc(C)cc(C(=O)Nc2nnc3n2CCS3)c1,-11%,-12%
Brc1cccc(-c2nnn3c2nc(NC2CCCCC2)c2ccccc23)c1,2%,18%
CCCCCSc1nnc2c(n1)[nH]c1c(C)cccc12,-6%[57.5 µM],20%[57.5 µM]
C[C@]12C=CC(=O)C=C1CC[C@@H]1C2=CC[C@]2(C)[C@@H](C(=O)CN3CCN(c4cc(N5CCCC5)nc(N5CCCC5)n4)CC3)CC[C@@H]12,-16%,?
COc1ccc(OC)c(NC(=O)c2cnn(-c3ccc(C)cc3)c2C2CCNCC2)c1,2%,252%[activator]
CC(C)OCCCNC(=O)CN1C(=O)COc2ccc(S(=O)(=O)N3CCCCCC3)cc21,7%,-1%
COc1ccc(CCC(=O)NC2CC(=O)N(c3ccc(C)c(C)c3)C2)cc1 (stereo not drawn),0%,7%
COc1cccc(C2(c3cccc(OC)c3)CC2C(=O)O)c1 (stereo not drawn),-6%,4%
CNC(=S)NNC(=O)c1ccc(Cl)c(Cl)c1,0%,4%
CC(C)(C)C1CCc2onc(C(=O)Nc3sc4c(c3C(N)=O)CCCC4)c2C1 (stereo not drawn),7%,24%
Cc1ccc(-n2nc3ccc(NC(=O)c4cc5ccccc5o4)cc3n2)cc1,-15%,45%[activator]
O=C(C1=COCCO1)N1CCN(c2ccccc2)CC1,-24%,-21%
COc1ccc(N2CC(NC(=O)/C=C\c3ccc4c(c3)OCO4)CC2=O)cc1 (stereo not drawn),-7%,-16%
Cc1nn(CC(=O)N2CCC(C)CC2)c(=O)c2cc3sccc3n12,6%,?
Cc1cc(C)c2cc(C(=O)NC3CCN(S(C)(=O)=O)CC3)[nH]c2c1,0%,4%
Cc1cnc(C(=O)NCc2ccc(C)s2)cn1,0%,-7%
O=C(CN1C(=O)CSc2ccccc21)NO,2%,4%
COc1cccc(C(=O)Nc2nc(-c3nnn(-c4cccc(Cl)c4C)c3C)ns2)c1,23%,-1%
CN(C(=O)CCn1cnc2c1c(=O)n(C)c(=O)n2C)C1CCCC1,4%,3%
O=c1cc(-c2cccnc2)nc2n(Cc3cccc(F)c3)c3ccccc3n12,-1%,-3%
Cc1cc2nc(/C(C#N)=C\c3ccc(OCc4ccc(F)cc4)cc3)[nH]c2cc1C,-9%,-10%
O=C(CCNC(=O)C1CC1)NC1CCCCC1,0%,-9%
CSc1ncc(C(=O)N2CCN(c3cc(Cl)ccc3C)CC2)c(C)n1,-15%[57.5 µM],-11%
CCn1ccc(C(=O)Nn2c(C)nc3sc4c(c3c2=O)CCC(C)C4)n1 (stereo not drawn),5%,2%
Cc1cccc(CNC(=O)CN2C(=O)CCCc3ccccc32)c1,-29%,-7%
O=C(Cn1c(=O)nc(-c2ccccc2)c2ccccc21)NCc1ccc(Cl)cc1,-6%,-13%
O=C(NCc1cccs1)c1cc2ccccc2oc1=O,4%,1%
Cc1cc(/C=C(/C#N)C(N)=O)c(C)cc1/C=C(/C#N)C(N)=O,2%,-5%
CC(=O)NC12CC3CC(C1)CC(C(=O)NCC1CC1)(C3)C2,9%,7%
CC(Oc1ccc(-c2ccccc2)cc1)C(N)=O (stereo not drawn),-1%,-2%
CCOC(=O)CSc1nc2c(sc3cccc(F)c32)c(=O)n1Cc1ccc(OC)cc1,5%,18%
CCCCNc1nc2c(-c3cccc(Br)c3)nnn2c2ccccc12,-13%,10%
CCc1nnc(NC(=O)c2nc(SCc3cccc(C)c3)ncc2Cl)s1,14%,-14%
CCCOc1cccc(C2c3c(-c4ccccc4O)n[nH]c3C(=O)N2Cc2ccco2)c1 (stereo not drawn),-9%,-30%
Cc1ccc(NC(=S)NN)cc1,-25%,-16%
COC(=O)c1ccc(NC(=O)N2CCC(CN3CCc4ccccc4C3)CC2)cc1,16%&-9%,5%&66%
CCCCNc1oc(-c2ccc(COc3ccccc3C)o2)nc1C#N,-2%,-7%
c1ccc(-c2nnc(CN3CCN(c4ccccn4)CC3)o2)cc1,-8%[57.5 µM],14%
Cc1coc2cc3oc(=O)c(CCC(=O)NCc4ccccc4Cl)c(C)c3cc12,11%,-6%
CCOC(=O)c1ccc(NC(=O)C(CC)Sc2nnc3c4ccccc4n(C)c3n2)cc1 (stereo not drawn),-4%,-8%
O=C(O)c1ccc(Br)cc1,-6%,3%
CCc1cc(C(=O)NCc2ccc(F)cc2)no1,-5%[57.5 µM],8%[57.5 µM]
O=C(Nc1ccccc1C(F)(F)F)c1noc2c1CCCCC2,23%,11%
# Additional entries follow.
SMILES,UDG counterscr,AID inhibitor
CCOC(C)C(=O)NCCSCc1cccs1 (stereo not drawn),3%,3%
Cc1cc(C)n(-c2nc(C)c(C)c(=O)n2CC(=O)Nc2ccc(Cl)c(Cl)c2)n1,-15%,-14%
Clc1cccc(-c2csc(-c3nc(-c4ccc(Br)s4)cs3)n2)c1,-10%,-15%
O=C(Cn1nc(-c2ccccc2)c2ccccc2c1=O)Nc1ccc(C(=O)N2CCCCC2)cc1,12%,-9%
CCCC(=O)Nc1ccc(NC(=O)c2sc3ccccc3c2Cl)cc1,4%,20%
Cc1ccc(NC(=O)CSc2nc3ccccc3c(=O)n2CCC(=O)NC2CCCCC2)cc1C,-4%,3%
Clc1cnc(N/N=C/c2ccc(Br)cc2)c(Cl)c1,0%,-2%
CCOc1ccc(CCNc2nc3c(-c4ccc(C)cc4)nnn3c3ccccc23)cc1OCC,-4%,12%
O=C(NCc1ccccc1Cl)c1cnc2sc(N3CCOCC3)nn2c1=O,9%,20%
O=C(NC1CCCC1)c1cccc2ncccc12,1%,12%
Cc1cn2c(=O)c(S(=O)(=O)Nc3ccc(N4CCOCC4)cc3)c(C)nc2s1,6%,30%
COc1ccc(CNC(=O)c2nccnc2N)cc1,1%,6%
O=C(c1ccccc1)n1nc(-c2ccccc2)nc1NCc1ccc(F)cc1,0%,19%
CCOc1ccc(NC(=O)Cn2c(=O)n(CC3CCC(C(=O)NCCc4ccccc4)CC3)c(=O)c3ccccc32)cc1 (stereo not drawn),-5%,12%
Cc1cc(NC(=O)COc2cccc(Cl)c2)n(C)n1,-1%,-5%
COc1cc2nc(NCCC(C)C)n3nc(-c4ccccc4)nc3c2cc1OC,-2%,4%
Cn1c(=O)c2c([nH]c(=O)n2Cc2ccccc2F)n(C)c1=O,6%,-4%
Cc1ccc(CNC(=O)c2oc3ccc(S(=O)(=O)N4CCC(C)CC4)cc3c2C)cc1,-6%,-24%
COCCn1c(SCC(=O)N(C)CCOc2ccc(Cl)cc2)nnc1-c1ccccc1,2%,-1%
CC(C)NC(=O)CN1CCN(C(=O)c2cc(-c3ccccn3)nc3ccccc23)CC1,-6%,5%
O=C(Nc1ccc(F)cc1F)C12CC3CC(CC(Cl)(C3)C1)C2,5%,5%
CC(NC(=O)c1cc(-c2ccc(Br)cc2)n[nH]1)c1ccc(F)cc1 (stereo not drawn),3%,-4%
CCOc1ccc(CN2CCN(Cc3ccc4c(c3)c3ccccc3n4CC)CC2)cc1,-10%,-3%
COc1ccc(C(=O)N(Cc2cc(OC)c(OC)c(OC)c2)C2CCS(=O)(=O)C2)cc1Cl (stereo not drawn),7%,11%
CCCCn1c(=O)[nH]c(=O)c2c1nc(CSc1nnc(-c3ccco3)n1C1CCCCC1)n2CC,3%,-7%
Cc1cccc(C(=O)Nc2nc(-c3nnn(-c4cc(F)ccc4F)c3C)ns2)c1,63%[activator],-1%
N#Cc1nc(COc2cccc(Cl)c2)oc1NCc1ccc2c(c1)OCO2,8%,28%
Cc1cccc(C(C)C)c1NC(=O)c1nn(C)c(=O)c2ccccc12,3%,-6%
CCN(c1ccccc1)S(=O)(=O)c1ccc(C(=O)NC2CC(C)(C)NC(C)(C)C2)cc1,-5%,6%
CCCN1C(C(=O)c2ccccc2)=C(OC(=O)COc2ccccc2)c2ccccc2S1(=O)=O,5%,-2%

# A different layout for some results above.
molecule | UDG counterscr | AID inhibitor
CCCCCSc1nnc2c(n1)[nH]c1c(C)cccc12 | -6%[57.5 µM] | 20%[57.5 µM]
Cc1ccc(CNC(=O)c2cnn3c(C)c(Cc4c(F)cccc4Cl)c(C)nc23)cc1 | -17% | ?
O=C(O)c1ccc(Br)cc1 | -6% | 3%
CC(C)OCCCNC(=O)CN1C(=O)COc2ccc(S(=O)(=O)N3CCCCCC3)cc21 | 7% | -1%

# Ordered by heavy-atom count (highest first): part of the list above.
SMILES,UDG counterscr,AID inhibitor
CCOc1ccc(NC(=O)Cn2c(=O)n(CC3CCC(C(=O)NCCc4ccccc4)CC3)c(=O)c3ccccc32)cc1 (stereo not drawn),-5%,12%
CCCOc1cccc(C2c3c(-c4ccccc4O)n[nH]c3C(=O)N2Cc2ccco2)c1 (stereo not drawn),-9%,-30%
N#Cc1nc(COc2cccc(Cl)c2)oc1NCc1ccc2c(c1)OCO2,8%,28%

# The list continues:
SMILES,UDG counterscr,AID inhibitor
Cc1ccccc1C(=O)OCc1nc(N)c2ccccc2n1,-9%,-5%
CC(C#N)OC(=O)c1sccc1-c1ccccc1 (stereo not drawn),-2%,-12%
Cc1ccc(NC(=O)C(=O)NCC(c2ccc3c(c2)OCO3)N2CCOCC2)c(C)c1 (stereo not drawn),11%,14%
COc1ccc(-c2cc(C(F)(F)F)nc(SCCC(=O)Nc3ccc(O)cc3)n2)cc1,10%,64%[activator]
CCOc1ccc(-c2nnc(SCC(=O)Nc3cc(C)ccc3OC)o2)cc1,20%,-9%
C/C(=N/Nc1cccc(Cl)c1)c1ccccc1Br,-1%,6%
Cc1cccc(OCc2nc(C#N)c(NCCCN3CCOCC3)o2)c1,0%,4%
Cc1ccc(-c2nnc(Nc3ccc(O)cc3)c3ccccc23)cc1S(=O)(=O)N1CCCCC1,-9%,-6%
O=S(=O)(c1ccccc1)c1cnc2cc3c(cc2c1N1CCN(Cc2ccccc2)CC1)OCCO3,-18%,?
Nc1ccc(Sc2ccc(Cl)cc2)cc1,-4%,-5%
COCc1ccc(CNC(=O)Cc2cccs2)cc1,-1%,10%
O=C(NCCn1cc(SCc2ccc(F)cc2)c2ccccc21)c1c(F)cccc1F,9%,15%
CCC(=O)N1CCc2cc(Br)cc(S(=O)(=O)N3CCN(c4ccc(C(C)=O)cc4)CC3)c21,6%,-1%
COc1ccc(C(=O)OCc2cc(=O)n3oc(C)cc3n2)cc1NC(=O)c1ccc(C(C)(C)C)cc1,-3%,-1%
Cc1cccc(C)c1Nc1c(-c2ccsc2)nc2cccc(C)n12,-1%,5%

# As entered above:
# Nc1ccc(Sc2ccc(Cl)cc2)cc1 – UDG counterscr = -4%
# COCc1ccc(CNC(=O)Cc2cccs2)cc1 – UDG counterscr = -1%
# Cc1ccccc1C(=O)OCc1nc(N)c2ccccc2n1 – AID inhibitor = -5%
# COc1ccc(C(=O)OCc2cc(=O)n3oc(C)cc3n2)cc1NC(=O)c1ccc(C(C)(C)C)cc1 – AID inhibitor = -1%
# O=C(NCCn1cc(SCc2ccc(F)cc2)c2ccccc21)c1c(F)cccc1F – AID inhibitor = 15%
# C/C(=N/Nc1cccc(Cl)c1)c1ccccc1Br – UDG counterscr = -1%

# These rows are one share of the data. The share of hits here may be higher or lower than overall.
